# High-throughput results as filed in PubChem.
# HT1080 IDH1KD tx: qHTS for induction of synthetic lethality in tumor cells producing 2HG: qHTS for the HT-1080-IDH1KD cell line. HT-1080 IDH1 knockdown viability, ATP luminescence, 48 h. Potency, µM (series often up to 46.1 µM), for the others: at the highest dose activity, negative = toxicity, most hits filed as cytotoxic. actives 2% (n = 360,000);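 further: 0% = DMSO wells and -100% = cell-free medium wells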
#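 CellTiter-Glo luminescence after 48 h compound exposure at 37 degrees C of IDH1-knockdown HT-1080 cells in 5% FBS RPMI. %Activity scaled between DMSO wells and cell-free media wells, with curves fitted and assigned curve classes.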
# HT1080-NT tox: qHTS for induction of synthetic lethality in tumor cells producing 2HG: qHTS for the HT-1080-NT fibrosarcoma cell line. HT-1080-NT fibrosarcoma viability, CellTiter-Glo ATP luminescence, 48 h. Potency, µM (top dose mostly 46.1 µM), for inactives: top-dose activity, negative = less viability, actives largely listed as cytotoxic. actives 1.6% (n = 360,000);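 further: NT is the 2HG producing partner of a matched IDH1 knockdown line; 0% = DMSO-treated cells and -100% = media-only wells without cells; nearly all actives have a fitted effect of over 55% in size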
#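 HT-1080-NT; 750 cells/well; 5% FBS RPMI; 48 h compound, 37 degrees C; CellTiter-Glo luminescence; curve fitting and curve-class assignment.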
# GLP-1R inv ag: qHTS of GLP-1 Receptor Inverse Agonists (Inhibition Mode). HEK293 GLP-1R CRE-luciferase, luminescence, 24 h; GLP-1R form is constitutively active. Glucagon-like peptide 1 receptor (Homo sapiens), P43220. actives 1.6% (n = 410,000). AID 624417, 2012. Potency, µM (series often up to 38.3 µM), for inactives: at the highest dose activity change, negative = inhibition, most hits filed as inhibitors; further: on the % scale 0 is the no-effect control and ±100 the full control effect; nearly all actives have a fitted effect of over 55% in size
# Target sequence (P43220 whole entry, looked up): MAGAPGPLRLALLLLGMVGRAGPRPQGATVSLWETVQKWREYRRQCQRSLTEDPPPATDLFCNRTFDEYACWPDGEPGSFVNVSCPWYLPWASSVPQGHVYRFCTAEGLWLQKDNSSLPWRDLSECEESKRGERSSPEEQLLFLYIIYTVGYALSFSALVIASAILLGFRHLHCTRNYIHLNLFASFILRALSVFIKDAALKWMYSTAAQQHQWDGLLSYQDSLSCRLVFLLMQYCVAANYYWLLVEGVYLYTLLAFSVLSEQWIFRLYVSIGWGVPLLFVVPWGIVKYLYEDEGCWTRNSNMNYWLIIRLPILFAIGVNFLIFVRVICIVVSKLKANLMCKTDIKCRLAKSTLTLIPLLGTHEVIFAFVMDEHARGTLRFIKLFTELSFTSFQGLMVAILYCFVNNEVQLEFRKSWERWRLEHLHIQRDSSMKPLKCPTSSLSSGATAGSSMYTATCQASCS
#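 Inverse agonism was detected as reduced cAMP-driven luciferase luminescence after 24 h compound treatment. The cells were HEK293 clones expressing constitutively active human GLP-1R with the reporter. Reporter-only and GPR119 cell lines served as counterscreen controls.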
# KB-3-1 cytotox: qHTS assay for MDR1-selective chemotherapeutics: Primary screen using the parental adenocarcinoma cell KB-3-1 | KB-3-1 viability, CellTiter-Glo ATP luminescence, 72 h | Potency, µM (top dose mostly 46.1 µM), for inactives: at the highest dose activity change, negative = cytotoxic, usual class: cytotoxic | actives 1.4% (n = 400,000); further: on the % scale 0 is the no-effect control and ±100 the full control effect; nearly all actives have a fitted effect of over 60% in size
#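 Cells are dispensed, compounds pinned in, plates held at 37 °C for 72 h, then CellTiter-Glo is added and luminescence read after 10 minutes. Cell line: parental KB-3-1 in phenol-red-free DMEM, 10% FBS.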
# TDP43 rescue: qHTS of TDP-43 Inhibitors. TDP-43 expressing yeast growth rescue, BacTiter-Glo, 24 h. Potency, µM (series often up to 46.1 µM), for inactives: at the top dose growth rescue (activation), usual class: activators. actives 1.8% (n = 410,000). AID 652104, 2013; further: % of control where 0% means no effect; nearly all actives have a fitted effect of over 50% in size
#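 Growth rescue of TDP-43-toxic yeast measured as ATP luminescence (BacTiter-Glo). Cells grown to mid-log in raffinose, induced in galactose at OD600=0.02, exposed to compound 24 hr at 30 deg C.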
# SW480 rereplic: A quantitative high throughput screen for small molecules that induce DNA re-replication in SW480 colon adenocarcinoma cells; SW480 DNA re-replication, Hoechst DNA content imaging, 48 h; Potency, µM (titrated, usually from 46.1 µM), without a hit: top-dose re-replication activation, usual class: activators; actives 1.8% (n = 340,000); further: % of control where 0% means no effect; nearly all actives have a fitted effect of over 55% in size
#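 First, 250 cells per well were seeded. Next, compound or vehicle (23 nL) was pinned in, plates sat 48 hr at 37 C. Finally Hoechst was added for 40 min before fluorescence scanning.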
# GLP1R ag: qHTS of GLP-1 Receptor Agonists; HEK293 GLP-1R CRE-luciferase, luminescence, 4-6 h; cells express a hypersensitive GLP-1R form; Glucagon-like peptide 1 receptor (Homo sapiens), P43220; AID 624172, 2012; actives 0.007% (n = 380,000); Potency, µM (doses to about 45.6 µM), inactives show top-dose activation, usual class: activators; further: % of control where 0% means no effect
# KB-V1 cytotox: qHTS assay for MDR1-selective chemotherapeutics: Primary screen using the drug-selected MDR subline cells KB-V1 | KB-V1 MDR cells viability, CellTiter-Glo, 72 h | Potency, µM (series often up to 46.1 µM), without a hit: at the top dose activity change, negative = cytotoxicity, hits mostly cytotoxic | actives 3.4% (n = 400,000); further: on the % scale 0 is the no-effect control and ±100 the full control effect; nearly all actives have a fitted effect of over 60% in size
#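 qHTS viability screen in drug-selected KB-V1 MDR cells: 72 h compound treatment at 37 degrees C, ATP luminescence end point.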
# GLP1R cytotox: qHTS of GLP-1 Receptor Inverse Agonists: Cytotox Screen. HEK293 cAMP-luciferase reporter cells, luminescence, 24 h. Potency, µM (top dose mostly 38.3 µM), inactives show at the top dose activity change, negative = inhibition, hits mostly inhibitors. actives 0.13% (n = 410,000);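 further: loss of luciferase light is scored as toxicity; on the % scale 0 is the no-effect control and ±100 the full control effect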
#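 A 23 nL compound transfer followed 12 hours of cell culture at 37 deg C; exposure then lasted 24 hr. Luciferase assay detection reagent was dispensed and plates read for luminescence after a 12 min room-temperature wait.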
# Active calls of the source: *; u = inconclusive; x = no result given; & = joins results of further samples; [ ] = remark or other dose. The call rests on the fitted dose curve; in most records, active means well fitted curve in the direction sought with a large enough effect; inconclusive means small, poorly fitted or top-dose-only effect, or another doubt; inactive means no such curve, though single readings can be large; an effect the other way counts as inactive or inconclusive. Potency means the concentration at half of the fitted maximal effect.
# Each structure is followed by: SW480 rereplic	HT1080-NT tox	GLP1R cytotox	TDP43 rescue	KB-3-1 cytotox	KB-V1 cytotox	GLP1R ag	HT1080 IDH1KD tx	GLP-1R inv ag
- O=C(c1ccccc1)c1ccc2nc(N3CCN(C(=O)c4ccco4)CC3)c3nncn3c2c1
  -18%	6%	-8%	21%	-23%	-27%	-2%	-9%	0%
- CCc1ccc(CN2C(=O)c3ccccc3C2C(=O)NC2CCCCCC2)cc1 (stereo not given)
  x	x	1%	22%	9%	-1%	x	x	16%
- CC1c2cc3c(cc2CCN1CC(=O)Nc1ccccc1)OCCCO3 (stereo not given)
  -1%	-28%	-27%	4%	u	u	2%	-3%	6%
- COc1ccc(CNC(=O)CN(c2ccccc2OC)S(=O)(=O)c2cccs2)cc1
  -7%	-1%	2%	15%	-8%	0%	15%	0%	12%
- CCOC(=O)C1=CN(Cc2cccc(F)c2)S(=O)(=O)N(C)C1CCc1ccccc1 (stereo not given)
  4%	-5%	1%	-1%	0%	-3%	2%	-5%	u
- Cc1ccc(C(OC(=O)c2ccco2)C(=O)NC2CCCCC2)cc1 (stereo not given)
  16%	0%	-2%	-8%	-4%	0%	-1%	-3%	u
- CC1CN(C(=O)Nc2ccc(C(=O)NCCc3ccccc3)cc2)c2ccccc2S1 (stereo not given)
  x	x	-21%	12%	-5%	u	x	x	u
- CN(C)c1ccc(N2[C@@H](CC(=O)O)c3cc(C(F)(F)F)ccc3S2(=O)=O)cc1
  2%	-2%	-6%	-35%[inhibitor]	9%&10%	0%&0%	-8%	2%	15%
- O=C1c2c(Cl)c(Cl)c(Cl)c(Cl)c2C(=O)N1c1nccs1
  1%	6%	-3%	9%	1%	-1%	-6%	6%	0%
- COc1ccc(CCN(Cc2cccs2)S(=O)(=O)c2ccc(S(=O)(=O)N(C)C3CCCCC3)cc2)cc1OC
  x	0%	-8%	10%	-10%	u	-2%	-13%	0%

# A different layout for some results above:
CCc1ccc(CN2C(=O)c3ccccc3C2C(=O)NC2CCCCCC2)cc1 (stereo not given)
  SW480 rereplic = x | HT1080-NT tox = x | GLP1R cytotox = 1% | TDP43 rescue = 22% | KB-3-1 cytotox = 9% | KB-V1 cytotox = -1% | GLP1R ag = x | HT1080 IDH1KD tx = x | GLP-1R inv ag = 16%

CC1c2cc3c(cc2CCN1CC(=O)Nc1ccccc1)OCCCO3 (stereo not given)
  SW480 rereplic = -1% | HT1080-NT tox = -28% | GLP1R cytotox = -27% | TDP43 rescue = 4% | KB-3-1 cytotox = u | KB-V1 cytotox = u | GLP1R ag = 2% | HT1080 IDH1KD tx = -3% | GLP-1R inv ag = 6%

COc1ccc(CNC(=O)CN(c2ccccc2OC)S(=O)(=O)c2cccs2)cc1
  SW480 rereplic = -7% | HT1080-NT tox = -1% | GLP1R cytotox = 2% | TDP43 rescue = 15% | KB-3-1 cytotox = -8% | KB-V1 cytotox = 0% | GLP1R ag = 15% | HT1080 IDH1KD tx = 0% | GLP-1R inv ag = 12%

# Next results
# Each structure is followed by: SW480 rereplic	HT1080-NT tox	GLP1R cytotox	TDP43 rescue	KB-3-1 cytotox	KB-V1 cytotox	GLP1R ag	HT1080 IDH1KD tx	GLP-1R inv ag
- Cc1ccc(-c2nnc(SCC(=O)N3CCCC3)o2)cc1
  -2%	0%	-3%	-12%	-3%	-14%	-5%	-5%	2%
- O=S(=O)(Nc1ccccc1F)c1ccc2nsnc2c1
  12%	-3%	8%	u	1%	-14%	6%	-16%	3%
- COc1cccc(NC(=O)C2(C)CCCN2C(=O)C(C)C)c1OC (stereo not given)
  x	22%	-4%	3%	0%	-19%	2%	16%	14%
- CCOC(=O)c1c(N/N=C/c2cccnc2)n[nH]c1C
  u	u	-27%	14%	9.2µM*	5.8µM*	9%	u	-13%
- COc1ccc(CN(C(=O)c2cc(=O)c3ccccc3o2)C2CCS(=O)(=O)C2)cc1 (stereo not given)
  -5%	-1%	-2%	-16%	10%	0%	9%	3%	5%
- Cc1ccc(NC(=O)Cc2cc(C(=O)O)c3ccccc3n2)c(C)c1
  -33%[inhibitor]	-23%	2%	-7%	-13%	u	-3%	u	u
- CC(C)(C(=O)c1ccccc1)/[N+]([O-])=C/c1ccccc1
  -3%	-4%[9.24 µM]	-13%	-8%	1%	-4%	-9%	8%	2%
- Cc1[nH]c(=O)[nH]c(=O)c1/C=N/NC(=O)[C@H](C)NC(=O)OC(C)(C)C
  -1%	12%	0%	13%	14%	6%	-8%	6%	14%
- Cc1ccc(C2C(=O)N(C3CCCC3)CC(=O)N2C2CCCCC2)cc1 (stereo not given)
  3%	-7%	19%	15%	-9%	2.9µM*	1%	-8%	u
- COc1ccc(CC(=O)N2CCN=C2SCc2cccc([N+](=O)[O-])c2)cc1
  -2%	-11%	-2%[0.307 µM]	u	-3%	-15%	7%	-2%	-2%[0.307 µM]
- c1ccc(-c2ccncc2)nc1
  -11%	7%	17%	9%	7%	-13%	2%	12%	55%[activator]
- COCCN1CCN(C(=O)C2CCC(=O)N(Cc3cccc(C(F)(F)F)c3)C2)CC1 (stereo not given)
  -11%	0%	4%	26%	14%	25%	-3%	7%	10%
- CCN1C(=O)/C(=C\c2ccncc2)SC1=Nc1ccc(C)c(C)c1
  -1%	-2%	-3%	14µM*	u	15µM*	6%	-16%	0%
- Cc1c(F)cccc1NS(=O)(=O)c1ccc2c(c1)n(C)c(=O)c(=O)n2C
  u	-3%	-17%	-7%	-1%	0%	3%	-1%	-1%
- C[N+](C)=C1SCC(C)(/C=N/O)S1 (stereo not given)
  -22%	21%	14%	-27%	-7%	0%	-4%	12%	-27%
- COc1ccc(-n2nc(C(=O)NCC(=O)N3CC(C)CC(C)C3)c3ccccc3c2=O)cc1OC (stereo not given)
  14%	-16%	-11%	12%	-3%	-30%	16%	-21%	8%
- O=C(NC1=NCCS1)c1nc(-c2ccccc2)n(-c2ccccc2)n1
  -6%	11%	-5%	16%	17%	-27%	-16%	8%[9.24 µM]	2%
- CCC(CC)c1nnc(NC(=O)CCc2ccccc2)s1
  2%	0%	0%	-11%[1.82 µM]	22%	0%	u	-18%	-27%
- Cc1ccc(NC(=O)Nc2ccc3c(c2)CCC3)cc1C
  u	15%	-20%	6%	u	2%	6%	24%	3%
- COc1ccc(N2C(=O)CC(Sc3nc(C)cc(C)c3C#N)C2=O)cc1 (stereo not given)
  -4%	-2%	-50%	25%	-2%	-3%	-1%	-25%	0%
- Clc1ccc(Cc2ccccc2)nn1
  -6%	3%	-7%	17%	12%	3%	-7%	-9%	0%
- COc1ccc(S(=O)(=O)Nc2ccc(CC#N)cc2)cc1
  5%	2%	-10%	17%	11%	-4%	-3%	-1%	17%
- O=C(CCC(=O)c1ccc(F)cc1)Nc1ccccc1Cl
  -3%	1%	5%	5%	0%	-4%	-6%	-6%	-7%
- COc1ccc(NC(=S)NCCc2c[nH]c3ccc(OC)cc23)c(OC)c1
  -12%	-18%	1%	-1%	-13%	u	7%	-25%	-2%
- CN(Cc1ccccc1)C(=O)c1ncn(C)c1C(=O)N(C)Cc1ccccc1
  -10%	0%	1%	5%	2%	-7%	2%	8%	9%
- CCCCOC(=O)c1ccccc1N1C(=O)C2C3CCC(C3)C2C1=O (stereo not given)
  -4%	1%	-8%	0%	1%	-7%	-2%	-3%	u
- CCCNC(=O)NNC(=O)c1ccc(F)cc1
  -22%	20%	5%	7%	7%	u	-6%	18%	4%
- CCOc1ccc(N2C(=O)C3CCCN3C2=O)cc1 (stereo not given)
  u	13%	2%	-2%	15%	-7%	-6%	9%	21%
- CCCNC(=O)C1CCC(Cn2c(=O)c3sccc3n(CC(=O)N3CCCC3)c2=O)CC1 (stereo not given)
  x	x	1%	16%	1%	14%	x	x	-1%
- O=S(=O)(c1ccccc1F)N1CCN(c2nc3ccccc3s2)CC1
  -7%	2%	-5%	-2%	-4%	1%	11%	11%	39%[activator]
- CC1(OC(=O)CCc2ccccc2)C(=O)C=C2C=C(c3ccc(C#N)cc3)N(CCc3c[nH]c4ccccc34)C=C2C1=O (stereo not given)
  16%	-25%	-26%	-16%	-16%	1%	0%	-1%	-33%
- Cc1nnc(Sc2c(-c3ccccc3)c3ccc(Cl)cc3[nH]c2=O)s1
  17%	u	u	-8%	-2%	-6%	0%	-5%[9.24 µM]	0%
- Cc1ccc(-c2csc(NC(=O)C3=COCCO3)n2)cc1
  -82%[inhibitor]	0%	17%	u	11%	1%	-12%	-8%	2%
- O=C(O)CCC(=O)Nc1sc2c(c1C(=O)NCc1ccccc1)CCCC2
  u	-1%	8%	13%	-4%	-2%	1%	4%	3%
- O=C(O)c1ccc(NC(=O)C2CCCCC2)cc1
  -6%	3%	1%	-4%	-4%	14%	-15%	0%	0%
- Cc1cc(C)nc(CCNC(=O)c2cc(COc3c(F)cccc3F)on2)n1
  -3%	8%	7%	-4%	20%	-19%	4%	4%	2%
- COC(=O)c1ccccc1N(C)S(=O)(=O)c1cc2c(cc1C)OCC(=O)N2
  u	-19%	-9%	-5%	-18%	-4%	5%	u	-24%
- CC(Nc1ccccc1)c1cc(Cl)ccc1O (stereo not given)
  -1%	-4%	-28%	7%	-5%	4%	1%	-2%	u
- COc1ccc(N2C(=O)C3CCCN3C2c2ccccc2)cc1Cl (stereo not given)
  3%	2%	-11%	4%	14%	9%	12%	16%	10%
- COC(=O)[C@]1(C)N[C@H](CN(C)S(=O)(=O)c2ccc(C)cc2)[C@@H]2C(=O)N(C)C(=O)[C@@H]21
  -12%	10%	-2%	0%	9%	13%	3%	5%	8%
- CC(=O)Nc1ccccc1-c1nc2ccccc2n(C(C)C(=O)Nc2cccc(C)c2C)c1=O (stereo not given)
  x	x	-2%	9%	1%	-8%	x	x	-2%
- O=C(O)c1cccc(C(=O)c2cccc3ccccc23)c1
  -8%	-4%	-7%	27%	12%	-2%	-1%	-4%	14%
